Compound activity as filed in PubChem BioAssay.
WT yeast gro inh = growth inhibition of WT yeast, mitochondrial fusion screen; mitochondrial fusion phenotypic screen, WT strain; inhibition, % at 10 µM; 2.1% of 190,000 active; in the data active means inhibition above about 58%; tested in S. cerevisiae
Dynein cargo inh = dynein cargo transport inhibition; 3617.4 mouse cells, GR-EGFP nuclear translocation imaging; test concentration mostly 20 µM; stimulated with dexamethasone, 1 µM; active compounds read low; z-score, hits read low; 0.47% of 220,000 active; AID 1381;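 active means plate z-score of nuclear minus cytoplasmic receptor signal below a set negative limit, without overly bright fluorescence or cell loss, cut at about -3.5 in these data, passing the limit was not always enough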;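 further: z-score of nuclear minus cytoplasmic ring GR-EGFP intensity difference per well; some compounds called inactive have numbers as strong as hits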
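Buffer or medium – tet-free medium with charcoal-stripped serum · Signal – automated 10x imaging of fixed Hoechst-stained cells · Also added – dexamethasone agonist, 1.0 µM final, for 30 min · Incubation – induction 48 h, compound 1 h, agonist 30 min · Read-out – GR-EGFP nuclear translocation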
PMI inhibition = human PMI inhibitors, high substrate, primary screen, biochemical, fluorescence intensity, high mannose 6-phosphate (AID 1220). recombinant PMI enzyme, coupled fluorescence intensity; higher % means a stronger effect. one-dose inhibition, % at 20 µM; IC50 in µM for titrated hits. 0.66% of 190,000 active
Ins promoter up = MIN6 insulin promoter up-regulation; MIN6 insulin promoter-GFP reporter, high-content imaging; active compounds read high; z-score at 5 µM; 0.3% of 190,000 active; AID 1625;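 active means z-score above 3 at 5 µM with at least 500 cells counted in the well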
PMI inhibitors = MPI enzyme activity inhibition – biochemical, fluorescence intensity, coupled assay, primary screen (AID 1209). purified PMI enzyme, coupled fluorescence intensity; higher % means a stronger effect. inhibition, % at 20 µM; hits with a dose series show IC50 in µM. 0.42% of 190,000 active;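 further: plate controls were DMSO vehicle for no effect and wells lacking substrate for full effect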
bCat nuc transl = modulators of beta-catenin nuclear translocation; HeLa beta-catenin nuclear translocation, immunofluorescence imaging; nuclear translocation activity, % at 5 µM; 0.3% of 190,000 active;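 active means nuclear translocation activity above 50% at 5 µM, with a well cell count of 50 or more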;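 further: per-cell ratio of nuclear to cytoplasmic median beta-catenin stain intensity; plate controls were DMSO negative control for no effect and GSK-3 inhibitor IX positive control for full effect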
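Test system: human HeLa cells, endogenous beta-catenin. Times: 24 h compound exposure, 37°C. Measured by: beta-catenin immunofluorescence imaging with DAPI.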
Yfh1-off respiration = enhancers of respiration in Yfh1-depleted yeast, dose response, Friedreich's ataxia, plus single-dose screen (AID 1465); S. cerevisiae Yfh1-off respiration, WST-1 reduction, 72 h; higher fold induction means a stronger effect; one-dose fold induction at 50 µM; EC50 in µM for titrated hits; 0.074% of 220,000 active;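 active means fold induction of absorbance versus untreated yeast above a set limit, then at least 30% activation at any dose in follow-up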;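 further: activators that raise dye reduction in frataxin-depleted yeast; strong numbers were not always called active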
Autophagy mod = modulators of autophagy; MEF GFP-LC3 puncta imaging; test concentration mostly 10 µM; calls only at 10 µM (by protocol); 0.98% of 190,000 active; AID 463193;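 active means percentage of spot-positive cells more than 3 SD above its plate mean, without a fluorescence outlier flag or 80% toxicity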;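 further: spot-positive cell cutoff set from DMSO-treated cells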
MT stabilizer = stabilizes microtubules in HeLa cells. % tubulin-high responders, % at 10 µM. HeLa tubulin immunostaining HCS, 24 h; share of cells brighter than vehicle mean+2SD. 0.83% of 200,000 active. AID 2205;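 active means plate Z-score above 3 for both tubulin-high and condensed-nucleus cell shares, with cell loss under 80%, at 10 µM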;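 further: anti alpha tubulin signal scored within the nucleus-defined area of each cell; some results filed as inactive read as strong as hits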
WT yeast gro inh mutant strain = further read-out of WT yeast gro inh, marked with its call; inhibition, %; mitochondrial fusion phenotypic screen, mutant strain inhibition
Dynein cargo inh cytoplasmic EGFP = second read-out of Dynein cargo inh, no call of its own (marks repeat the call); z-score; measured here: cytoplasmic GR-EGFP intensity; active compounds read high
Dynein cargo inh nuclear GR-EGFP = recorded beside Dynein cargo inh, whose call it bears; z-score; measured here: nuclear GR-EGFP intensity;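 lower value marks the stronger effect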
Dynein cargo inh cell count = recorded beside Dynein cargo inh, whose call it bears; z-score; measured here: cell count per field
Ins promoter up cell count = second read-out of Ins promoter up, no call of its own (marks repeat the call); cell count; measured here: cytotoxicity, nuclei count;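 total cells summed across four imaged fields per well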
bCat nuc transl cell count 5 µM = second read-out of bCat nuc transl, no call of its own (marks repeat the call); cell count; measured here: cell count, cytotoxicity flag
MT stabilizer Hoechst-high % = second read-out of MT stabilizer, no call of its own (marks repeat the call); % Hoechst-high responders; measured here: nuclear condensation Hoechst responders;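 share of cells brighter than vehicle mean plus two SD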
MT stabilizer cytotoxicity % = also measured in MT stabilizer; calls as there; toxicity, %; measured here: cytotoxicity by cell density;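 0% = mean cell density of plate MIN control wells and 100% = no cells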
Autophagy mod cell loss 18 h = second read-out of Autophagy mod, no call of its own (marks repeat the call); toxicity, %; measured here: cell loss, nuclei count;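 cell loss after 18 h compound exposure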
* hit, by the source's call; i = inactive; · = not tested or not shown. Unless noted, no stated cut-off is given here; in the data, active means inhibition above about 50%; inactive means the rest. Not all compounds are listed, so the mix of outcomes need not match the whole.

SMILES	WT yeast gro inh	WT yeast gro inh mutant strain	Dynein cargo inh	Dynein cargo inh cytoplasmic EGFP	Dynein cargo inh nuclear GR-EGFP	Dynein cargo inh cell count	PMI inhibition	Ins promoter up	Ins promoter up cell count	PMI inhibitors	bCat nuc transl	bCat nuc transl cell count 5 µM	Yfh1-off respiration	Autophagy mod	Autophagy mod cell loss 18 h	MT stabilizer	MT stabilizer Hoechst-high %	MT stabilizer cytotoxicity %
CCOc1ccc2nc(N=Nc3c(O)[nH]c(=O)[nH]c3=O)sc2c1	·	·	1.3	-0.22	0.54	-1	·	0.05	1527	·	-1.1	1149	>100µM*	·	·	·	·	·
CN(C)CP(=O)(Nc1ccccc1)N(C)C (stereo not drawn)	-15	-5	0.39	-0.1	0.39	-0.63	-3%	-0.23	1111	-7%	-4.6	946	i	i	11	4.8	2.3	7.6
Oc1c(Cl)cc(Cl)cc1CN1CCN(Cc2ccccc2)CC1	8	8	0.35	-0.29	0.22	-1	-4%	·	·	-2%	-4.7	911	i	i	17	6.2	3.2	11
CCOC(=O)C1CCCCC12C(C#N)=C(N)Oc1n[nH]c(C)c12 (stereo not drawn)	2	-3	-0.26	0.021	0.15	-0.089	-4%	-0.69	1210	2%	-1.4	1117	i	i	5	2.2	1.3	1.6
C=CCN1CC[C@]23c4c5ccc(O)c4OC2C(=O)CC[C@@]3(O)C1C5 (stereo partly drawn)	·	·	-0.55	-0.29	0.3	0.86	·	-0.72	1040	·	0.2	1318	i	·	·	·	·	·
CC(=O)N1CC(=O)Nc2ccc(Cl)cc2C1c1ccc(F)cc1 (stereo not drawn)	-21	-9	-0.2	-0.17	0.11	0.0077	-2%	-0.14	944	-5%	0.8	1207	i	i	0	6.6	3.4	7.9
Cn1c(=O)cc(SCC(=O)N2CCC3(CC2)OCCO3)c2ccc(Cl)cc21	-10	-10	-0.19	-0.26	-0.24	-0.12	3%	0.03	1120	-2%	-7.7	1146	i	i	1	4.0	3.2	6.9
Cc1ccc(NP(=O)(c2ccccc2)c2nc3ccccc3s2)cc1 (stereo not drawn)	3	15	0.78	-0.096	0.65	0.25	-4%	0.09	1282	80%*	-0.2	1074	i	i	36	2.7	2.2	4.2
CCOP(=O)(OCC)C(NC(C)=O)C(Cl)(Cl)Cl (stereo not drawn)	8	-9	0.065	-0.2	-0.39	0.59	0%	-0.46	1518	-13%	0.4	1332	i	i	-2	3.2	2.2	5.4
CC(C)(C)n1cc(C(=O)c2ccccc2)cc1-c1ccccc1	·	·	0.063	-0.28	-0.11	0.51	·	0.1	1151	·	1.5	1310	i	·	·	·	·	·

The list goes on, starting with the last four of the part before.
SMILES	WT yeast gro inh	WT yeast gro inh mutant strain	Dynein cargo inh	Dynein cargo inh cytoplasmic EGFP	Dynein cargo inh nuclear GR-EGFP	Dynein cargo inh cell count	PMI inhibition	Ins promoter up	Ins promoter up cell count	PMI inhibitors	bCat nuc transl	bCat nuc transl cell count 5 µM	Yfh1-off respiration	Autophagy mod	Autophagy mod cell loss 18 h	MT stabilizer	MT stabilizer Hoechst-high %	MT stabilizer cytotoxicity %
Cn1c(=O)cc(SCC(=O)N2CCC3(CC2)OCCO3)c2ccc(Cl)cc21	-10	-10	-0.19	-0.26	-0.24	-0.12	3%	0.03	1120	-2%	-7.7	1146	i	i	1	4.0	3.2	6.9
Cc1ccc(NP(=O)(c2ccccc2)c2nc3ccccc3s2)cc1 (stereo not drawn)	3	15	0.78	-0.096	0.65	0.25	-4%	0.09	1282	80%*	-0.2	1074	i	i	36	2.7	2.2	4.2
CCOP(=O)(OCC)C(NC(C)=O)C(Cl)(Cl)Cl (stereo not drawn)	8	-9	0.065	-0.2	-0.39	0.59	0%	-0.46	1518	-13%	0.4	1332	i	i	-2	3.2	2.2	5.4
CC(C)(C)n1cc(C(=O)c2ccccc2)cc1-c1ccccc1	·	·	0.063	-0.28	-0.11	0.51	·	0.1	1151	·	1.5	1310	i	·	·	·	·	·
COc1ccc(CC2(CCc3ccncc3)C(=O)NC(=O)NC2=O)cc1	-12	-4	1.4	-0.25	0.69	-1.2	·	·	·	·	-0.9	1570	i	i	1	2.2	1.4	8.8
O=C(c1ccc(N2CC3CC(C2)c2cccc(=O)n2C3)c([N+](=O)[O-])c1)N1CCCCC1 (stereo not drawn)	-25	1	-0.36	-0.25	-0.028	0.62	3%	-0.03	1490	11%	-3.4	1056	i	i	-2	1.8	2.0	2.2
O=C1NC(=O)N(c2ccccc2)C(=O)/C1=C/C=C/c1ccco1	·	·	-2.2	0.12	-1	0.23	·	-0.08	931	·	-0.9	1258	i	·	·	·	·	·
c1ccc(CNC2=NCCS2)cc1	1	-8	0.31	-0.092	0.067	0.44	0%	0.7	581	7%	2.0	1093	i	i	2	1.2	2.0	5.4
CCOP(=O)(OCC)C(NC(=O)c1ccccc1C)C(Cl)(Cl)Cl (stereo not drawn)	-4	15	-0.17	-0.26	0.043	0.037	-24%	1.5	1743	-18%	-3.3	1001	i	i	8	2.1	2.4	5.8
COCc1ccc(CN2CCCC(C(=O)c3sccc3C)C2)o1 (stereo not drawn)	1	-20	-0.92	-0.13	-0.082	0.13	-3%	-0.01	1528	2%	-1.7	998	i	i	-1	1.9	1.9	4.3
CC1CC(OP(O)(=S)c2ccc(N(C)C)cc2NC(=O)c2cccs2)CC(C)(C)C1 (stereo not drawn)	6	-3	-0.73	0.41	-0.26	0.01	43%	0.64	1381	60%*	1.3	1043	i	i	9	3.8	1.6	8.9
O=P(/C(=N/O)N1CCCCC1)(N1CCOCC1)N1CCOCC1	3	10	0.41	-0.21	0.015	-0.16	-7%	0.42	1362	-2%	-4.6	992	i	i	-2	1.7	1.0	8.6
c1cncc(C2CC(c3cccs3)n3ncnc3N2)c1 (stereo not drawn)	-5	2	-0.42	-0.23	0.019	0.64	0%	-0.31	1215	2%	·	·	i	i	0	3.9	1.9	11
O=C1C2C3CCC(O3)C2C(=O)N1CCO (stereo not drawn)	·	·	1.9	-0.12	2.3	-2.7	·	1.6	1019	·	-0.5	1269	i	·	·	·	·	·
COc1ccc(-n2c(Cc3cccc([N+](=O)[O-])c3)nc3ccccc3c2=O)cc1	-23	-21	0.65	-0.28	0.19	-0.28	4%	-0.23	1343	6%	-0.7	997	i	i	-3	3.4	3.0	6.0
O=C(O)c1ccccc1N=Nc1c(O)[nH]c(=O)[nH]c1=O	·	·	-0.31	0.35	-0.052	0.075	·	0.47	1444	·	0.4	1149	i	·	·	·	·	·
c1ccc(CC(NCc2ccco2)c2ccccc2)cc1 (stereo not drawn)	23	-28	3.7	-0.084	2.7	-2.2	4%	0.06	1189	-6%	-2.2	1062	i	i	22	3.2	1.4	2.7
O=c1c2ccccc2nc(-c2cccs2)n1-c1ccccc1	-5	8	-0.22	-0.23	-0.42	0.82	0%	·	·	-9%	·	·	i	i	-5	1.3	0.9	6.0
CCCCCn1c(=O)c(C(=O)Nc2nc(CC(=O)OCC)cs2)c(O)c2ccccc21	-17	-19	0.15	-0.16	-0.31	0.85	-10%	-0.52	983	-6%	2.8	1164	i	i	13	2.2	0.7	7.2
Cc1ccc(N2C(=O)NC(=O)/C(=C\c3ccc([N+](=O)[O-])o3)C2=O)cc1	-7	15	-0.97	-0.35	-0.12	1.9	18%	-0.09	1210	-19%	-0.4	1136	i	i	5	3.1	1.6	9.9
O=C(CN1CC(c2ccccc2)CC1=O)NCc1ccc(F)cc1 (stereo not drawn)	5	6	-0.66	-0.22	0.25	0.072	5%	0.62	1356	2%	-6.3	843	·	i	12	5.2	2.2	9.1
Cc1cc(OC(=O)CCCNC(=O)OC(C)(C)C)c2c3c(c(=O)oc2c1)CCC3	-9	14	0.47	-0.18	1.2	0.4	3%	-1	1466	-2%	-2.9	1385	i	i	-5	2.0	1.5	6.3
Cc1ccc(C2=NC(C)(C)N3C2C3c2ccc([N+](=O)[O-])cc2)cc1 (stereo not drawn)	8	15	0.34	-0.23	0.25	0.098	-5%	-1.1	1298	-4%	-3.2	589	i	i	-11	2.1	1.9	5.9
CN(C)CC1CSCCC1(O)c1ccc(Cl)cc1 (stereo not drawn)	-8	0	0.83	-0.19	0.62	-0.91	3%	0.01	1266	-16%	0.8	946	i	i	-3	3.2	1.8	2.3
c1ccc(P(c2ccccn2)c2ccccn2)cc1	2	-11	-0.12	-0.0042	-0.48	0.21	7%	·	·	2%	-2.6	1049	i	i	-3	1.9	1.7	2.5
O=C1CN=C(c2ccccc2F)c2cc(Cl)ccc2N1	-5	-22	2.2	-0.25	1.4	-0.56	-8%	·	·	-5%	·	·	i	i	11	2.5	3.3	9.3
O=P(CN1CCN(c2ccccc2)CC1)(N1CCCCC1)N1CCCCC1	-3	2	-0.39	-0.19	0.044	-0.12	11%	-1.6	932	8%	0.4	1117	i	i	-2	3.0	1.9	4.8
Cc1ccc(S(=O)(=O)NP(=O)(Oc2ccccc2)Oc2ccccc2)cc1	-4	4	0.36	-0.39	-0.15	0.96	-16%	·	·	-10%	·	·	i	i	-8	0.9	1.3	12
O=C1NC(=O)N(c2ccc3c(c2)OCO3)C(=O)/C1=C/c1cccs1	2	-11	-0.046	-0.2	-0.34	0.42	8%	·	·	13%	-0.3	1034	i	i	8	2.1	1.6	6.0
